Tau fluor counter: counter-screen for tau fibril formation inhibitors | Potency, µM (doses to about 57.7 µM), inactives show at the highest dose activity change, negative = decrease | tau K18 P301L Alexa594 fluorescence, heparin fibrillization | AID 1463 | hit rate 0.93% among 280,000; also: % is scaled to controls: 0 for no effect and ±100 for the full control effect; nearly all actives have a fitted effect of over 55% in size
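Human K18 P301L tau (15 uM unlabeled plus 0.24 uM Alexa 594-labeled, final) in 100 mM sodium acetate pH 7 was mixed with compound and 20 uM heparin and incubated 6 hr at 37 C.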
Tau ThT inhib: blocks human tau fibril formation measured by thioflavin T | P10636 | recombinant tau K18 P301L, heparin-induced fibrillization, ThT fluorescence | Potency, µM (series often up to 57.4 µM), for the others: at the top dose activity, negative = inhibition, most hits filed as inhibitors | hit rate 2.1% among 270,000; also: % is scaled to controls: 0 for no effect and ±100 for the full control effect; nearly all actives have a fitted effect of over 55% in size
Target sequence (P10636 561-689 P618L limits assumed): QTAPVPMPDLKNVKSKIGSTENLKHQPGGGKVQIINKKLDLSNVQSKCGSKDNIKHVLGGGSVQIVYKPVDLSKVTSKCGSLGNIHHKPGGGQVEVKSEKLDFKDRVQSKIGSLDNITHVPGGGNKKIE
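Using a mix of unlabeled (15 uM) and Alexa 594-labeled (0.24 uM) tau K18 P301L, heparin-triggered fibrillization over 6 hr at 37 C was scored by ThT fluorescence.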
aGal spleen mod: inhibits or activates alpha-galactosidase in human spleen homogenate | P06280 | human spleen homogenate, 4MU-alpha-Gal fluorescence, 40 min | Potency, µM (titrated, usually from 80 µM), for inactives: at the highest dose activity change, negative = inhibition, most hits filed as inhibitors | hit rate 0.008% among 240,000;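 also: 0% = enzyme with vehicle and -100% = no enzyme basal signal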
Target sequence (P06280 32-429 limits assumed): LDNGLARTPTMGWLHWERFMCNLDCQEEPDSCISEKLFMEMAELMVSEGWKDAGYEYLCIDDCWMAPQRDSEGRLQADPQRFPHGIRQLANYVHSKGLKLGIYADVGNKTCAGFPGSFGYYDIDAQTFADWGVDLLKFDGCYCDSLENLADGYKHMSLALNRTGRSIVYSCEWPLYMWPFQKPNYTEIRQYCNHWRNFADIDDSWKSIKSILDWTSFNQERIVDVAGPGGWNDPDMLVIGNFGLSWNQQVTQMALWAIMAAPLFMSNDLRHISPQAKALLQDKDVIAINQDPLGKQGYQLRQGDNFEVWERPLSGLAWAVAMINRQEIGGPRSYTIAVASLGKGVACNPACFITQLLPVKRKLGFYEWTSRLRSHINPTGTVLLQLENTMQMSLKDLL
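qHTS titration in buffer at pH 5.0. Alpha-galactosidase activity in spleen homogenate was measured via 4-methylumbelliferone release from 1 mM fluorogenic substrate after 40 min at 37C and a pH 10 stop. AC50 came from Hill fits of control-normalized data.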
GAA glycogen mod: alters human alpha-glucosidase cleavage of glycogen | recombinant GAA, glycogen substrate, Amplex Red glucose oxidase fluorescence | P10253 | hit rate 0.38% among 300,000 | Potency, µM (series often up to 76.4 µM), without a hit: top-dose activity change, negative = inhibition, usual class: inhibitors;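 also: 0% = full enzyme reaction and -100% = no-enzyme basal signal; the screen sought inhibitors and activators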
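Recombinant human enzyme (4 nM); glycogen substrate; 37 C, 40 min, pH 5.0. Readout: coupled glucose oxidase/Amplex Red fluorescence.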
HTT ATP protect: protects HTT-Q103 PC12 cells, measured by ATP | Potency, µM (series often up to 56.4 µM), without a hit: cytoprotection (ATP increase), most hits filed as activators | PC12 HTT-Q103 induced, cytoprotection, ATP luminescence, 40 h | AID 1471 | hit rate 0.14% among 230,000;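 also: % of control where 0% means no effect; nearly all actives have a fitted effect of over 45% in size; toxic huntingtin expression switched on by the ecdysone agonist tebufenozide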
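Stable PC12 Q103-GFP cells in serum-supplemented, phenol red-free DMEM; induction by tebufenozide at 100 nM final; compound dose series; cell viability quantified luminescently from ATP.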
GAA inh: inhibitors of human lysosomal alpha-glucosidase; Potency, µM (top dose mostly 76.9 µM), inactives show top-dose activity change, negative = inhibition, actives largely listed as inhibitors; P10253; hit rate 0.005% among 200,000; purified human GAA, 4-MU-alpha-glucoside fluorescence;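 also: plate controls were uninhibited enzyme wells for no effect and no-enzyme background for full effect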
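AC50 values come from Hill fits of compound titrations (up to 77 uM) against 4 nM human enzyme. Substrate 4-methylumbelliferyl-alpha-D-pyranoside at 400 uM, pH 5.0 citrate buffer, 20 min room temperature; fluorescence Ex 365/Em 440 after alkaline stop.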
aGlu spleen mod: lysosomal alpha-glucosidase (human) modulation; Potency, µM (top dose mostly 79.9 µM), for inactives: at the top dose activity change, negative = inhibition, usual class: inhibitors; human spleen homogenate, 4-MU-alpha-glucoside fluorescence; AID 2112; hit rate 0.006% among 240,000; P10253;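 also: 0% = enzyme with vehicle and -100% = no enzyme basal signal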
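Human spleen homogenate (1 ug) incubated with compounds and 1 mM 4-methylumbelliferyl-alpha-D-glucopyranoside in pH 5.0 citrate/phosphate buffer, 37 C, 40 min. Stopped at pH 10; 4-MU fluorescence (Ex 365/Em 440 nm); AC50 by Hill fit.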
Tau fibril FP: inhibitors of human tau fibril formation; P10636; AID 1468; hit rate 0.39% among 280,000; K18 P301L tau heparin fibrillization, Alexa594 FP, 6 h; Potency, µM (titrated, usually from 57.7 µM), for the others: at the top dose activity, negative = inhibition, most hits filed as inhibitors; also: % is scaled to controls: 0 for no effect and ±100 for the full control effect; nearly all actives have a fitted effect of over 55% in size
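Heparin (20 uM) drove fibril formation of recombinant tau K18 P301L, 15 uM unlabeled with 0.24 uM Alexa 594 label, for 6 hr at 37 C in 100 mM sodium acetate pH 7. Fluorescence polarization (555/632 nm) read 1 hr after 30 uM ThT.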
Numbers without * were called inactive; ? = inconclusive; . = not tested or not shown; [ ] = dose if it differs, or a comment. Calls follow the shape of the dose curve; as a rule, active = well fitted curve in the direction sought with a large enough effect; inconclusive = small, poorly fitted or top-dose-only effect, or another doubt; inactive = no such curve, though single readings can be large; an effect the other way counts as inactive or inconclusive. Potency is read from the fitted curve at half-maximal effect.

1. Cc1nnc(SCC(=O)c2cc(C)n(C3CC3)c2C)s1
2. CC(=O)C1=NN(c2ccccc2)C(c2ccc3c(c2)OCO3)N1c1ccccc1 (stereo unspecified)
3. COc1ccc(C(=O)Nc2ccc(NS(=O)(=O)c3ccccc3)cc2)cc1OC
4. Cc1nn2cc(-c3ccc(OC(C)C)cc3)nc2s1
5. Cc1cc(C(=O)N/N=C\c2ccc(COc3ccc([N+](=O)[O-])cc3)o2)ccc1[N+](=O)[O-]
6. CN(C)S(=O)(=O)c1ccccc1N=C=S
7. CCn1c(-c2nn(C)c(C)c2Cl)n[nH]c1=S
8. CC[C@H](C)[C@H](NC(N)=O)C(=O)NCCc1ccc(Cl)cc1Cl

entry no. | 1 | 2 | 3 | 4 | 5 | 6 | 7 | 8
GAA glycogen mod | -4% | ? | -2% | 9%[76.3 µM] | -2% | 5% | -10% | 3%
Tau fluor counter | 0% | -23% | -23% | ? | ? | -5% | -4% | -3%
aGlu spleen mod | -2% | 0% | -5% | . | 3% | 5% | -13% | -10%
Tau ThT inhib | 5% | ? | -10% | ? | ? | -8% | -8% | 0%
GAA inh | -10% | -3% | . | . | -3% | -11% | 11% | -5%
aGal spleen mod | -9% | 19% | 7% | . | 4% | 0% | -3% | 19%
Tau fibril FP | -12% | -5% | 4% | -3% | 1% | -4% | -2% | 6%
HTT ATP protect | -20% | 12%[10 µM] | -18%[10 µM] | . | -27% | 19%[10 µM] | 11%[10 µM] | -18%

9. Cc1c(C)c(C)c(CN2CCCC2)c(C)c1C
10. CCOc1cc(C(=O)NC2=NCCS2)cc(OCC)c1OCC
11. COc1ccccc1/C=C/C=N/n1c(C)nnc1C
12. CC(C)(C)C(=O)CN1C(=O)C2(OCCO2)c2ccccc21
13. NS(=O)(=O)c1ccc(-c2ccc(/C=N/NC(=O)c3ccc([N+](=O)[O-])cc3)o2)cc1
14. COc1ccccc1Oc1ccc(NC(=O)c2ccccc2)cc1
15. COc1cccc(NC(=O)Cn2c(=O)n(Cc3ccc(C(=O)NCc4ccc5c(c4)OCO5)cc3)c(=O)c3ccccc32)c1
16. Cc1nc(=O)c(-c2ccccc2)c(C)n1CC1CCCO1 (stereo unspecified)

entry no. | 9 | 10 | 11 | 12 | 13 | 14 | 15 | 16
GAA glycogen mod | 13% | -1% | -4% | 1% | -1% | -2% | 13%[76.3 µM] | 3%
Tau fluor counter | -4% | 0% | -15% | -3% | -22% | -15% | ? | 3%
aGlu spleen mod | -7% | . | 5% | -4% | -6% | 4% | . | -7%
Tau ThT inhib | -4% | 2% | -13% | -4% | ? | 0% | -1% | 1%
GAA inh | . | 1% | 2% | 6% | -9% | -2% | . | -3%
aGal spleen mod | -4% | 4% | 4% | 4% | -7% | 9% | . | -9%
Tau fibril FP | -1% | -5% | -6% | -4% | 3% | -9% | 25µM* | 5%
HTT ATP protect | 24%[10 µM] | -10% | 17%[10 µM] | -20%[10 µM] | -3%[10 µM] | -39%[inhibitor] | . | -10%[10 µM]

17. O=C(CN1CCC(c2nc3ccccc3s2)CC1)NCc1ccccc1
18. Cc1ccc(CNC(=O)COc2ccccc2-c2ccccc2)cc1
19. N#Cc1c(N2CCCCC2)nc(N2CCCCC2)c2c1CCN(Cc1ccccc1)C2
20. COc1ccc(S(=O)(=O)Nc2ccc(N(C)C(C)=O)cc2)cc1
21. Cc1onc(-c2c(Cl)cccc2Cl)c1C(=O)Nc1nc(C(C)(C)C)cs1
22. CCOC(=O)c1c(-c2ccccc2)oc2ccc(NS(=O)(=O)c3ccc(C)cc3)cc12
23. Cc1nc(CC(=O)Nc2nc(C(C)(C)C)cs2)cs1
24. CCCCN(CC)C(=O)c1nn(-c2ccc(OC)cc2)c(=O)c2c1c1ccccc1n2C

entry no. | 17 | 18 | 19 | 20 | 21 | 22 | 23 | 24
GAA glycogen mod | 2% | -12% | 1% | -8% | -6% | -16%[76.3 µM] | 1% | 8%[76.3 µM]
Tau fluor counter | 5% | -1% | 4% | 4% | ? | ? | -11% | -24%
aGlu spleen mod | -3% | -3% | -3% | -3% | -26% | . | -1% | .
Tau ThT inhib | 3% | -8% | -6% | -7% | ? | -1% | -9% | ?
GAA inh | -1% | -3% | -4% | 2% | . | . | 2% | .
aGal spleen mod | -1% | 6% | -3% | 2% | -9% | . | -6% | .
Tau fibril FP | 11% | 1% | 1% | 10% | -16% | ? | 0% | -2%
HTT ATP protect | 8%[10 µM] | 4%[0.074 µM] | 34%[10 µM] | 12% | -9%[10 µM] | . | -4% | .

25. CCC1Sc2ccccc2N(CC(=O)NCCC2=CCCCC2)C1=O (stereo unspecified)
26. NCC(=O)N[C@@H](CCCN=C(N)N)C(=O)NCC(=O)N[C@@H](CC(=O)O)C(=O)N[C@@H](CC(N)=O)C(=O)N1CC[C@@H](C(=O)O)C1
27. Cc1ccccc1C(=O)N1CCC(C(N)=O)CC1
28. O=C(COC(=O)c1ccccc1SCC(=O)NC1CCCCC1)NC1CCCCC1
29. COc1ccc(S(=O)(=O)ON=C2CC(C)(C)N(C(C)=O)C(C)(C)C2)cc1
30. COC(=O)c1ccc(OC)c(CSc2nnc(COc3ccc(Cl)cc3)o2)c1
31. O=C(/C=C/c1ccc(OCc2ccccc2)c(OCc2ccccc2)c1)c1cccnc1
32. CC(=O)Nc1ccc(S(=O)(=O)NCCc2csc(C)n2)cc1

entry no. | 25 | 26 | 27 | 28 | 29 | 30 | 31 | 32
GAA glycogen mod | -4% | . | 5% | 6% | 22% | -14% | 6% | -17%
Tau fluor counter | -27% | -4% | 3% | 1% | 12% | -21% | -4% | 6%
aGlu spleen mod | -17% | 2% | 14% | -6% | 1% | 1% | -7% | 8%
Tau ThT inhib | -21% | -8% | 7% | -7% | 10% | -10% | 4% | 8%
GAA inh | -13% | . | 5% | 2% | -4% | 4% | 1% | 2%
aGal spleen mod | -7% | 10% | 8% | -7% | -1% | 8% | 0% | 6%
Tau fibril FP | -9% | 0% | 0% | 7% | 13% | 3% | -8% | -6%
HTT ATP protect | -60%[inhibitor] | -16% | 17% | 9% | -16%[1.9 µM] | 13%[10 µM] | 3%[1.9 µM] | -7%[10 µM]

33. CCOC(=O)c1c(-c2ccccc2)oc2ccc(N(C(C)=O)S(=O)(=O)c3ccc(CC)cc3)cc12
34. C[C@H](N)CCP(=O)(O)O
35. CCn1cc(C(=O)OCC(=O)c2cc(C)n(-c3ccccc3F)c2C)c(=O)c2ccc(C)nc21
36. Cc1ccc(CN(C(=O)c2cc3ccccc3oc2=O)C2CCS(=O)(=O)C2)cc1 (stereo unspecified)
37. N=c1sccn1CC(=O)Nc1cc(Cl)ccc1Oc1ccccc1
38. C=CCNC(=O)c1sccc1Oc1ccc(F)cc1[N+](=O)[O-]
39. COC(=O)c1ccc(CNC(=O)c2ccc(COc3ccccc3)cc2)cc1
40. Cc1cc(C)cc(OC(=O)CS(=O)c2ccc(C(F)(F)F)cc2[N+](=O)[O-])c1 (stereo unspecified)
41. Cc1cc(Cl)c(OCCCn2cncn2)c(Br)c1
42. O=C(Nc1ccc(OC(F)F)cc1)Nc1cccc(C(F)(F)F)c1
43. COc1ccc(CNC(=O)CCCN2C(=O)COc3ccc(C)cc32)cc1

entry no. | 33 | 34 | 35 | 36 | 37 | 38 | 39 | 40 | 41 | 42 | 43
GAA glycogen mod | 15%[76.3 µM] | . | -3% | 16% | 17% | -8% | 7% | 0% | -7% | -22% | -1%[76.3 µM]
Tau fluor counter | -17% | -6% | 14% | -3% | -21% | -1% | -2% | ? | -2% | ? | -13%
aGlu spleen mod | . | 1% | -9% | -1% | -5% | 0% | 7% | 7% | -12% | 2% | .
Tau ThT inhib | -12% | 3% | -12% | -14% | 2% | -2% | 2% | 13µM* | -7% | -5% | -5%
GAA inh | . | . | -5% | 1% | ? | -2% | 7% | -9% | -7% | -12% | .
aGal spleen mod | . | 4% | 10% | -8% | 8% | 0% | 12% | 6% | -10% | 4% | .
Tau fibril FP | -5% | -4% | 3% | 1% | 5% | -3% | 2% | ? | -4% | 25µM* | -5%
HTT ATP protect | . | -25% | 20%[10 µM] | 3% | -17% | 2%[10 µM] | -41%[10 µM] | ? | 27%[10 µM] | -25%[10 µM] | .
